Assay outcomes from PubChem BioAssay.
Tau fil binding = qHTS Assay for Tau Filament Binding; AID 596, 2007; Potency, µM (titrated, usually from 57.1 µM), inactives show top-dose activity change, negative = inhibition; recombinant tau filaments, thioflavin S fluorescence, 15 h; filaments grown with octadecylsulfate alongside compound; actives 2% (n = 71,000);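 note: potency is the fitted concentration of half-maximal effect; % is set by controls: 0 for no effect and ±100 for the full control effect; actives lower thioflavin S fluorescence by blocking filaments or displacing dye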
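Read-out: ThS fluorescence, 450 nm excitation/510 nm emission; lower signal marks blocked filament formation or displaced dye. Tau at 1 uM with 30 uM ODS, 10 uM ThS, 5 mM DTT, 100 mM NaCl, 10 mM HEPES pH 7.4; 15 h, 37 C.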
HEK293 cAMP cs = qHTS Assay for Agonists of the Thyroid Stimulating Hormone Receptor: Activators of Intracellular cAMP Concentrations in Parental HEK 293; parental HEK293 CNG cAMP sensor, membrane potential fluorescence; Potency, µM (titrated, usually from 57.1 µM), inactives show top-dose activation, usual class: activators; actives 2.5% (n = 73,000); note: potency is the fitted concentration of half-maximal effect; % of control where 0% means no effect; nearly all actives have a fitted effect of over 55% in size
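Parental HEK 293 cells stably expressing a modified CNG channel (no TSHR) report cAMP rise as membrane depolarization. Membrane potential dye with 100 uM RO 20-1724 was loaded for 60 min at room temperature, then compound added for 30 min; fluorescence read at 590 nm.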
A350 autofl = qHTS Assay for Spectroscopic Profiling in A350 Spectral Region; max dye-equivalent concentration, M; actives 11% (n = 59,000); Compound autofluorescence, 340/450 nm, Alexa 350 dye-equivalents; active compounds read high; in the data active = max dye-equivalent concentration above about 10 nM; inconclusive = mostly about 1.1 nM to 9.6 nM
USP2a inh = qHTS Assay for Inhibitors of Ubiquitin-specific Protease USP2a. Ubiquitin carboxyl-terminal hydrolase 2 (Homo sapiens), O75604. actives 0.1% (n = 60,000). AID 927, 2007. Potency, µM (doses to about 38.3 µM), inactives show at the top dose activity change, negative = inhibition, most hits filed as inhibitors. USP2a enzymatic assay, qHTS inhibition;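 note: potency is the fitted concentration of half-maximal effect; nearly all actives have a fitted effect of over 60% in size; plate controls were DMSO for no effect and NEM full inhibition control for full effect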
Target sequence (O75604 whole entry, looked up): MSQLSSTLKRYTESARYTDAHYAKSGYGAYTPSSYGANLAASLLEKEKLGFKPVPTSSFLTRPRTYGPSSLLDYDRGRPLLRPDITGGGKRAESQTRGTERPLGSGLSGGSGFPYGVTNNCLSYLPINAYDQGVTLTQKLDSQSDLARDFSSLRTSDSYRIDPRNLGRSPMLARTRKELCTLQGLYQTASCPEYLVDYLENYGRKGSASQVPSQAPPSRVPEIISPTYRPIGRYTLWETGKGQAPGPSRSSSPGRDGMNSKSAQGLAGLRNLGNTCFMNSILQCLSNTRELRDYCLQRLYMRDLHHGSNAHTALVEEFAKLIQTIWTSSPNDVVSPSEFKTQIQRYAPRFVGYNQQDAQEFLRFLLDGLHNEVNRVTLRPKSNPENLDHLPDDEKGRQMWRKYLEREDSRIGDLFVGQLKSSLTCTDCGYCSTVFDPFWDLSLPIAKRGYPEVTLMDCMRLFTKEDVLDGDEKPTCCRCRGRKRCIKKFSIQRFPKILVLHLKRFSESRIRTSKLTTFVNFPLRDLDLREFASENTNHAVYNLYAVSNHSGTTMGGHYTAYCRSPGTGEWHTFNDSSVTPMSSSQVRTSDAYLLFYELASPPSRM
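USP2 core (20nM final) preincubated 30 min RT with compound, then Ub-PLA2 20nM and NBD C6-HPC 20uM final added; buffer 20mM Tris-HCl pH 8.0, 2mM CaCl2. Fluorescence Ex 460/Em 535 read at 0 and 2.5 h; normalized to NEM.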
BRCT PPI green = qHTS Assay for Inhibitors of BRCT-Phosphoprotein Interaction (Green Fluorophore). Breast cancer type 1 susceptibility protein (Homo sapiens), P38398. Potency, µM (titrated, usually from 76.9 µM), inactives show at the top dose activity change, negative = inhibition, usual class: inhibitors. BRCA1 BRCT-phosphopeptide binding, green fluorescence polarization. actives 0.05% (n = 75,000);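 note: potency is the fitted concentration of half-maximal effect; plate controls were peptide without protein for full effect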
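Compounds were incubated for 12 min at room temperature with a complex of 100 nM fluorescein-tagged pBACH1 decapeptide and 250 nM His-tagged BRCT protein. Buffer was phosphate pH 7.3 with EDTA, DTT and Tween 20. Disruption of binding lowers the polarization signal.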
CRE Fsk mod = Cell signaling CRE-BLA (Fsk stim) | actives 2.5% (n = 71,000) | Potency, µM (titrated, usually from 38.2 µM), for the others: at the highest dose activity change, negative = inhibition, most hits filed as activators | CHO CRE-bla reporter (cAMP response element driving beta-lactamase), forskolin EC10, beta-lactamase ratio; active = well fitted activation curve with a large enough effect in the signal ratio, with a control signal flat, not every such curve was filed as active; inconclusive = small, poorly fitted or top-dose-only effect, or effect the other way, or a change in a side signal; the % refers to the signal ratio; note: potency is the fitted concentration of half-maximal effect; % of control where 0% means no effect
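Forskolin analogue NKH 477 at EC10 stimulated CRE-driven beta-lactamase in CHO cells alongside compound dilution series. Beta-lactamase was measured with CCF4, excitation 405 nm, emission ratio 460/530 nm.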
Caspase-1 inhib = qHTS Assay for Allosteric/Competitive Inhibitors of Caspase-1; Potency, µM (series often up to 57.5 µM), without a hit: top-dose activity change, negative = inhibition, usual class: inhibitors; P29466; Caspase-1 enzyme, Ac-WEHD-AFC fluorogenic rate; actives 0.03% (n = 75,000);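 note: potency is the fitted concentration of half-maximal effect; plate controls were vehicle for no effect and no substrate for full effect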
Target sequence (P29466 120-297 limits assumed): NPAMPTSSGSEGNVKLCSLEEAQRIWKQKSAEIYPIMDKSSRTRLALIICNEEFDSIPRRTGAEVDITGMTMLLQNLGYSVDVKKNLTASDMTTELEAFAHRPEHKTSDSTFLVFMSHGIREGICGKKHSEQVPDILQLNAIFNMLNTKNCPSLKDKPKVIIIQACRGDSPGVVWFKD
Target sequence (P29466 317-404 limits assumed): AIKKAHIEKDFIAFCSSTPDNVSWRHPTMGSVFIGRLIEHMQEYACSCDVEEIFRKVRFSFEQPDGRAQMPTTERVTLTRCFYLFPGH
Casp7 inh = qHTS Assay for Allosteric/Competitive Inhibitors of Caspase-7; actives 0.02% (n = 75,000); Potency, µM (highest dose often 57.5 µM), inactives show at the highest dose activity change, negative = inhibition, usual class: inhibitors; recombinant caspase-7, Ac-DEVD-AFC fluorescence rate; P55210; active = well fitted inhibition curve with a large enough effect in the main read-out, with a control signal flat, not every such curve was filed as active; inconclusive = small, poorly fitted or top-dose-only effect, or a change in a side signal; note: potency is the fitted concentration of half-maximal effect; % of control where 0% means no effect
ERK AVP inh = qHTS Assay for Inhibitors of the ERK Signaling Pathway using a Homogeneous Screening Assay; AID 995, 2007; Potency, µM (highest dose often 57.5 µM), without a hit: at the highest dose activity, negative = inhibition, usual class: inhibitors; HEK293-V1b, vasopressin-stimulated pERK AlphaScreen; actives 0.99% (n = 72,000); note: potency is the fitted concentration of half-maximal effect; % is set by controls: 0 for no effect and ±100 for the full control effect; nearly all actives have a fitted effect of over 55% in size
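V1b-HEK293 cells; cpd 30 min 37C; 25 nM vasopressin 5 min; lyse 10 min; AlphaScreen beads 5 hr RT. Normalized to DMSO basal and 25 nM vasopressin; AC50 by Hill fit.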
BRCT inh red = qHTS Assay for Inhibitors of BRCT-Phosphoprotein Interaction (Red Fluorophore). Potency, µM (top dose mostly 76.9 µM), for inactives: top-dose activity change, negative = inhibition, actives largely listed as inhibitors. Breast cancer type 1 susceptibility protein (Homo sapiens), P38398. BRCT-phosphopeptide binding, red fluorescence polarization. actives 0.03% (n = 75,000); note: % is set by controls: 0 for no effect and ±100 for the full control effect
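Fluorescence polarization: 100 nM His-tagged BRCA1 BRCT with 100 nM TAMRA-labelled phospho-BACH1 decapeptide, phosphate buffer pH 7.3 with 150 mM NaCl, DTT, 0.01% Tween 20; 12 min RT. Binding inhibition seen as FP decrease.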
Luciferase inh = qHTS Assay for Inhibitors of Firefly Luciferase. actives 2.2% (n = 72,000). purified firefly luciferase, luminescence, 8 min. Potency, µM (doses to about 57.1 µM), inactives show at the highest dose activity change, negative = inhibition, most hits filed as inhibitors. Luciferin 4-monooxygenase (Photinus pyralis), P08659; note: potency is the fitted concentration of half-maximal effect; % is set by controls: 0 for no effect and ±100 for the full control effect; nearly all actives have a fitted effect of over 40% in size
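qHTS concentration-response profiling: light output of P. pyralis luciferase with luciferin and 10 uM ATP, imidazole buffer pH 7.2. Read by luminescence after 8-min room-temperature incubation.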
Active calls of the source: *; [ ] = remark or other dose. Unless noted, calls come from the whole dose curve; as a rule, active = well fitted curve in the direction sought with a large enough effect; inconclusive = small, poorly fitted or top-dose-only effect, or another doubt; inactive = no such curve, though single readings can be large; an effect the other way counts as inactive or inconclusive.

For COc1ccc(S(=O)(=O)N2CCCC(C(=O)NCc3ccco3)C2)cc1Cl (stereo unspecified) the results were Tau fil binding -11%, HEK293 cAMP cs -6%, A350 autofl inconclusive, USP2a inh 20%, BRCT PPI green -3.6%, CRE Fsk mod -1%, Caspase-1 inhib 2%, Casp7 inh 0%, ERK AVP inh 12%, BRCT inh red -1.2% and Luciferase inh 0%.
`O=C1[C@H]2[C@H]3[C@H](O)[C@H](O)C/C(=N/OC[C@@H](O)COCc4ccco4)[C@@H]3CC[C@@H]2C(=O)N1C1CCCCC1` gave HEK293 cAMP cs 3%[11.4 µM], BRCT PPI green -1.1%[15.4 µM], Caspase-1 inhib 1%[11.5 µM], Casp7 inh -2%[11.5 µM], ERK AVP inh 14%[11.5 µM], BRCT inh red -0.4%[15.4 µM] and Luciferase inh 2%[11.4 µM].
`Cc1noc(C(=O)NCc2ccco2)c1Cl` gave Tau fil binding -9%, HEK293 cAMP cs inconclusive, BRCT PPI green -3.1%, CRE Fsk mod -3%, Caspase-1 inhib 0%, Casp7 inh 0%, ERK AVP inh -6%, BRCT inh red -0.3% and Luciferase inh 2%.
Cc1ccc(S(=O)(=O)CCc2nnc(NC(=O)C3CCCO3)s2)cc1 (stereo unspecified) was read as Tau fil binding -17%, HEK293 cAMP cs -6%, A350 autofl inconclusive, USP2a inh 0%, BRCT PPI green -1.9%, CRE Fsk mod -4%, Caspase-1 inhib 1%, Casp7 inh 4%, ERK AVP inh -3%, BRCT inh red -0.7% and Luciferase inh 1%.
For Cc1cccc(NC(=O)c2cc(S(=O)(=O)NCc3ccco3)ccc2F)c1C the results were Tau fil binding 4%, HEK293 cAMP cs 26%, A350 autofl inactive, USP2a inh 2%, BRCT PPI green -2.1%, CRE Fsk mod -11%, Caspase-1 inhib 0%, Casp7 inh 1%, ERK AVP inh 3%, BRCT inh red 0.8% and Luciferase inh 2%.
Screening Clc1ccc(Sc2oc(/C=N/n3cnnc3)cc2Br)cc1 returned Tau fil binding 5µM*, HEK293 cAMP cs -6%[11.4 µM], USP2a inh -8%[7.66 µM], BRCT PPI green -0.9%, CRE Fsk mod inconclusive, Caspase-1 inhib -5%, Casp7 inh -5%, ERK AVP inh 28%, BRCT inh red 0.1% and Luciferase inh 0%.
C=CCn1c2ccccc2c2nnc(SC(CC)C(=O)Nc3nc(C)c(C(=O)OCC)s3)nc21 (stereo unspecified) was read as Tau fil binding -84%, HEK293 cAMP cs -13%, A350 autofl 5.6e-08M*, USP2a inh 22%, BRCT PPI green -1.4%, CRE Fsk mod 1.3µM*, Caspase-1 inhib -4%, Casp7 inh -2%, ERK AVP inh 2%, BRCT inh red 0.0% and Luciferase inh 2%.
For CCCCCCn1c(CN2CCN(Cc3ccccc3)CC2)nc2c1c(=O)n(C)c(=O)n2C the results were Tau fil binding 31%, HEK293 cAMP cs inconclusive, A350 autofl inactive, USP2a inh 42%[activator], BRCT PPI green -0.5%, CRE Fsk mod 4%, Caspase-1 inhib -2%, Casp7 inh -1%, ERK AVP inh -10%, BRCT inh red -1.2% and Luciferase inh 2%.
Screening CCOC(=O)N1CCN(C(c2ccc(F)cc2)c2sc3nc(C)nn3c2O)CC1 (stereo unspecified) returned Tau fil binding -2%, HEK293 cAMP cs 6%, BRCT PPI green -1.2%, CRE Fsk mod 4%, Caspase-1 inhib 2%, Casp7 inh 0%, BRCT inh red 0.6% and Luciferase inh 3%.
For C/C(NC1CCCC1)=C(/C#N)C(N)=O the results were Tau fil binding -18%, HEK293 cAMP cs -1%, A350 autofl inconclusive, USP2a inh 5%, BRCT PPI green -0.9%, CRE Fsk mod 19%, Caspase-1 inhib 3%, Casp7 inh 1%, ERK AVP inh 19%, BRCT inh red -0.9% and Luciferase inh -1%.
For CC1=C(n2nnc3ccccc32)C(c2ccccc2)C(C#N)=C(N)O1 (stereo unspecified) the results were Tau fil binding -4%, HEK293 cAMP cs -5%, BRCT PPI green -1.2%, CRE Fsk mod -10%, Caspase-1 inhib -3%, Casp7 inh -3%, ERK AVP inh -15%, BRCT inh red -1.2% and Luciferase inh 0%.
COc1ccccc1NC(=O)N(CCN(C)C)Cc1cc2cc(C)ccc2[nH]c1=O was read as Tau fil binding 30%, HEK293 cAMP cs inconclusive, A350 autofl inactive, USP2a inh 15%, BRCT PPI green 0.7%, CRE Fsk mod -3%, Caspase-1 inhib 4%, Casp7 inh -1%, ERK AVP inh -4%, BRCT inh red 2.3% and Luciferase inh 3%.
`CCCC[C@@H]1C[C@H]1C(NC(=O)c1ccccc1)c1ccccc1` (stereo partly specified) gave Tau fil binding 3%, HEK293 cAMP cs 13µM*, BRCT PPI green -1.9%, CRE Fsk mod 7%, Caspase-1 inhib 1%, Casp7 inh -2%, ERK AVP inh 0% and BRCT inh red -0.9%.
Screening CC(Sc1nnc(-c2ccc(O)cc2)o1)C(=O)Nc1cccc2ccccc12 (stereo unspecified) returned Tau fil binding -4%, HEK293 cAMP cs inconclusive, A350 autofl inactive, USP2a inh 22%, BRCT PPI green 0.5%, CRE Fsk mod -7%, Caspase-1 inhib -1%, Casp7 inh -1%, ERK AVP inh 10%, BRCT inh red -0.7% and Luciferase inh -3%.
`COc1ccc2[nH]cc(CCNc3cc(-c4ccccc4C)ncn3)c2c1` gave Tau fil binding -24%, HEK293 cAMP cs 12%, A350 autofl inactive, USP2a inh 155%[activator], BRCT PPI green 0.2%, CRE Fsk mod 2%, Caspase-1 inhib -3%, Casp7 inh -5%, ERK AVP inh -16%, BRCT inh red -1.4% and Luciferase inh -5%[2.29 µM].
CC(C)CC(=O)CN1C(=O)C2(OCCO2)c2ccccc21 was read as Tau fil binding 1%, HEK293 cAMP cs 1%, A350 autofl inactive, USP2a inh 7%, BRCT PPI green -1.7%, CRE Fsk mod -2%, Caspase-1 inhib 0%, Casp7 inh 0%, ERK AVP inh -2%, BRCT inh red 0.0% and Luciferase inh 3%.
`Cc1cc(S(=O)(=O)Nc2ccccc2C)ccc1F` gave Tau fil binding -2%, HEK293 cAMP cs inconclusive, A350 autofl inactive, USP2a inh 4%, BRCT PPI green -1.1%, CRE Fsk mod -10%, Caspase-1 inhib -1%, Casp7 inh -3%, ERK AVP inh -15%, BRCT inh red 1.1% and Luciferase inh -3%.
CCCCOC(=O)Sc1nc2ccccc2o1 was read as Tau fil binding 18%, HEK293 cAMP cs 2%, USP2a inh -4%, BRCT PPI green 0.7%, CRE Fsk mod -15%, Caspase-1 inhib 0%, Casp7 inh 1%, ERK AVP inh 15%, BRCT inh red -1.1% and Luciferase inh -3%.
S=c1nc(C2CCCCC2)[nH][nH]1 was read as Tau fil binding -1%, HEK293 cAMP cs 25%, A350 autofl inactive, USP2a inh 0%, BRCT PPI green 0.1%, CRE Fsk mod -5%, Caspase-1 inhib 1%, Casp7 inh 1%, ERK AVP inh -20%, BRCT inh red 0.9% and Luciferase inh 2%.
`COc1ccc(OC)c(C(C(=O)NCc2ccco2)N(C(=O)Cn2nnc3ccccc32)C2CC2)c1` (stereo unspecified) gave Tau fil binding 3%, HEK293 cAMP cs 22%, A350 autofl inactive, USP2a inh 13%, BRCT PPI green -2.3%, CRE Fsk mod -2%, Caspase-1 inhib 0%, Casp7 inh 0%, ERK AVP inh -3%, BRCT inh red 2.0% and Luciferase inh -29%.
For O=C(O)CNCCc1ccccc1 the results were Tau fil binding 4%[11.4 µM], HEK293 cAMP cs -56%[inhibitor][11.4 µM], A350 autofl inactive, BRCT PPI green -0.2%[15.4 µM], CRE Fsk mod -1%[7.6 µM], Caspase-1 inhib 2%[11.5 µM], Casp7 inh 1%[11.5 µM], ERK AVP inh -15%[11.5 µM], BRCT inh red -0.9%[15.4 µM] and Luciferase inh 1%[11.4 µM].
CCSC(N)=Nc1ccc(C(F)(F)F)cc1 was read as Tau fil binding 2%, HEK293 cAMP cs -3%, A350 autofl inactive, USP2a inh -1%, BRCT PPI green -3.3%, CRE Fsk mod 3%, Caspase-1 inhib 1%, Casp7 inh 0%, ERK AVP inh 22%, BRCT inh red 2.3% and Luciferase inh -4%.
